Screening data (PubChem)
ERp5 block: blocks human ERp5 reductase activity on insulin; ERp5 insulin aggregation, absorbance 650 nm, 90 min; AID 651711; inhibition, % at 9.99 µM; 0.05% of 350,000 active; Q15084;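 active = mean replicate inhibition above about 25%, with every replicate also reaching it, limit read from the data, passing the limit was not always enough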
Target sequence (Q15084 whole entry, looked up): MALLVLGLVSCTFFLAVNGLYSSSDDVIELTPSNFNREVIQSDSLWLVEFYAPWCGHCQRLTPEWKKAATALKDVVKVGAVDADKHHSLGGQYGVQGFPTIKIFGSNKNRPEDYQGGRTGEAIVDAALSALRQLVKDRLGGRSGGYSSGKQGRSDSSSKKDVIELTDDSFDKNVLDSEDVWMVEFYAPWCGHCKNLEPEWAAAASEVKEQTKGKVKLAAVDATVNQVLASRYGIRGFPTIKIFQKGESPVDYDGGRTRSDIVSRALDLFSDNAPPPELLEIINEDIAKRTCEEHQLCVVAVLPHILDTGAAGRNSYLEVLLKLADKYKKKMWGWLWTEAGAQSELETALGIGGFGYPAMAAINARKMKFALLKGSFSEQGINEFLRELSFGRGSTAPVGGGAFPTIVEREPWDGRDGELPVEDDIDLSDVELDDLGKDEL
C2C12 statin: protects C2C12 myotubes from simvastatin toxicity | ATP luminescence, 48 h; scaled: DMSO 0, geranylgeraniol control 100 | rescue of ATP level, % at 7.49 µM | 0.78% of 330,000 active | AID 602340;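 active = mean ATP rescue above about 67%, or every replicate alone reaching that limit, limit read from the data, passing the limit was not always enough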;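 note: myotubes were challenged with 10 µM simvastatin during compound exposure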
SIRT5 inh: inhibitors of human sirtuin-5 desuccinylase; Q9NXA8; Purified SirT5, succinyl-peptide AMC, trypsin-coupled fluorescence; inhibition, % at 15 µM; 1.1% of 330,000 active; AID 652115; in the data active = inhibition above about 15%
Target sequence (Q9NXA8 whole entry, looked up): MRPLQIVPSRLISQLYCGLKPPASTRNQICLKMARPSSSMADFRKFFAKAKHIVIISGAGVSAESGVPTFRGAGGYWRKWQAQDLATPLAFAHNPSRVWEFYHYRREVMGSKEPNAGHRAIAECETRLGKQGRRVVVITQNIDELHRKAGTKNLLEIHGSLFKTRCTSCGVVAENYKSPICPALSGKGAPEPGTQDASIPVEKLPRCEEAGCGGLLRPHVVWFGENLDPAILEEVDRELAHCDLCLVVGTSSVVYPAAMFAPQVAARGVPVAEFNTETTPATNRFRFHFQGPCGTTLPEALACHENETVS
miR122 inh: inhibitors of miR-122 in Huh7 cells; AID 602342; activation (reporter increase), % at 12.5 µM; 0.3% of 340,000 active; Huh7 miR-122 Renilla luciferase sensor, 48 h; neutral wells = 0, positive control = 100;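 active = mean replicate activation score at least 90 and every replicate individually at or above 90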;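 note: higher luciferase means less miR-122 activity so hits act as miR-122 inhibitors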
ARNT-TACC3 inh: disrupts binding between human ARNT and TACC3. Q9Y6A5. AlphaScreen His-ARNT PAS-B/GST-TACC3 binding, luminescence; TACC3 fragment carries E629A point mutation. inhibition, % at 9.99 µM. 0.66% of 390,000 active. AID 623870;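 active = mean inhibition of replicates at least 50% and at least half of replicates each reaching 50%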;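 note: 0% = complete ARNT plus TACC3 wells and 100% = ARNT alone without TACC3; many hits fall short of the cut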
esBAF inh: SWI/SNF esBAF complex inhibition | reporter increase, % at 12.5 µM | mouse ES cells, Bmi1-luciferase knock-in reporter, 24 h; 100% = twice the neutral-well signal | AID 602393 | 2% of 350,000 active; in the data active = activation above about 40%;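 note: 0% = median of the plate's neutral control wells and 100% = double that signal; a rise in the Bmi1 reporter signal indicates esBAF inhibition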
Cneo AK release: causes C. neoformans cell lysis. adenylate kinase release luminescence, 4 h; normalised: neutral wells 0, clomiphene wells 100. 0.2% of 360,000 active. lysis activity, % at 15 µM;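 active = mean lysis activity across replicates of at least 80%, whatever share of replicates individually reach that level; inactive = mean lysis activity below 80%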
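Test system: log-phase Cryptococcus neoformans yeast cells. Input: 5 × 10^6 yeast cells/mL. Medium: fresh YPD growth medium. Doses: single dose. Incubation: static 4 h at 37 °C with compound, 1 h detection. Measured by: luminescent adenylate kinase detection reagent. Read-out: signal increase indicating cell lysis. Benchmarks: Clomiphene.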
* marks the source's active call; other numbers are inactive results; . = not tested or not shown; & = joins results of further samples; [ ] = remark or other dose.

no. | mol | ERp5 block | C2C12 statin | SIRT5 inh | miR122 inh | ARNT-TACC3 inh | esBAF inh | Cneo AK release
1 | CC1CCCC(NC(=O)CN(C)S(=O)(=O)c2cccc3cccnc23)C1C (stereo not drawn) | 9.1 | 2.9 | . | 17.9 | -4.3 | 6.8 | -0.7
2 | CCOC(=O)c1c(C)c(C(=O)OCC)n(C)c1C | -0.7 | -0.7 | -1.3 | . | -16.5 | 1.6 | 0.1
3 | CCO/C=C/C(O)(CNC(=O)COc1ccccc1F)C(F)(F)F (stereo not drawn) | . | 5.0 | . | 3.2 | -3.3 | -5.3 | -0.7
4 | Cc1cc(Cl)c(S(=O)(=O)Nc2ccc3c(c2)OCCO3)cc1OCC(N)=O | . | -5.9 | . | 18.7 | -0.3 | -47.5 | -0.6
5 | Cc1cccc(NC(=O)c2cc(Cl)ccc2[N+](=O)[O-])c1 | . | 6.8 | . | -0.1 | . | 1.6 | 1.0
6 | Cc1ccc(SCc2c(C(=O)N/N=C/c3ccoc3)nnn2-c2nonc2N)cc1 | 0.8 | 9.0 | 0.7 | -1.2 | 4.1 | -2.6 | 2.1
7 | O=C(Nc1cccc(S(=O)(=O)N2CCCCC2)c1)c1cnccn1 | 2.7 | -3.9 | -2.6 | 1.0 | 5.1 | 0.0 | 6.1
8 | Nc1cccc(S(=O)(=O)c2ccc(N)c(N)c2)c1 | 6.1 | . | -0.2 | . | -5.8 | . | .
9 | CC(C)Oc1ccc(C(=O)NN2C(=O)NC3(CCCCC3)C2=O)cc1 | 0.9 | -3.1 | -4.2 | 6.6 | -0.9 | -6.9 | 0.9
10 | Cc1nnc(NC(=O)CCSc2ccc(Cl)cc2)s1 | 20.9 | 0.5 | -3.2 | 4.8 | -8.2 | 2.4 | -1.1

Arranged by molar mass (ascending): three of the compounds above.
no. | mol | ERp5 block | C2C12 statin | SIRT5 inh | miR122 inh | ARNT-TACC3 inh | esBAF inh | Cneo AK release
2 | CCOC(=O)c1c(C)c(C(=O)OCC)n(C)c1C | -0.7 | -0.7 | -1.3 | . | -16.5 | 1.6 | 0.1
9 | CC(C)Oc1ccc(C(=O)NN2C(=O)NC3(CCCCC3)C2=O)cc1 | 0.9 | -3.1 | -4.2 | 6.6 | -0.9 | -6.9 | 0.9
1 | CC1CCCC(NC(=O)CN(C)S(=O)(=O)c2cccc3cccnc23)C1C (stereo not drawn) | 9.1 | 2.9 | . | 17.9 | -4.3 | 6.8 | -0.7

Next section:
no. | mol | ERp5 block | C2C12 statin | SIRT5 inh | miR122 inh | ARNT-TACC3 inh | esBAF inh | Cneo AK release
11 | O=S(=O)(Cc1ccccc1)N1CCCCN2[C@H](CO)[C@H](c3ccc(-c4ccc(F)cc4)cc3)[C@H]2C1 | 0.9 | -36.8 | 5.5 | -2.0[16.7 µM] | 7.4 | -5.7 | 3.5
12 | O=C(NCc1cccnc1)C1CCN(S(=O)(=O)N2CCC3(CC2)OCCO3)CC1 | -6.6 | 6.1 | -2.1 | . | 2.3 | 3.7 | -0.5
13 | O=C(CN1C(=O)S/C(=C/c2cccs2)C1=O)N1CCOCC1 | . | 13.2 | . | -5.8 | -3.6 | 5.2 | -2.0
14 | COc1ccc(N(C)S(=O)(=O)c2cccc(C(=O)NCc3ccc4c(c3)OCO4)c2)cc1 | -7.1 | -0.7 | 0.2 | 20.9 | 19.4 | -7.1 | -2.9
15 | CC(C)OC(=O)CSc1nnc(Cc2ccccc2)n1C | . | 33.2 | . | -10.4 | 12.2 | 0.6 | 8.5
16 | O=C(CN1C(=O)c2ccccc2S1(=O)=O)NC1CCCC1 | . | -11.8 | . | -3.0 | 0.7 | -7.6 | -0.5
17 | CC1=C(C(=O)N(C(C)C)C(C)C)CC(CC(=O)NCc2cccc3ccccc23)C(=O)N1CCC1=CCCCC1 (stereo not drawn) | 6.2 | 3.4 | -2.8 | 55.8 | . | 5.2 | 9.4
18 | CC(C)(O)C#Cc1ccc([C@H]2[C@@H](CO)N3CCCCN(C(=O)c4cccc(F)c4)C[C@@H]23)cc1 | -1.2 | . | -0.7 | -3.8[16.7 µM] | -3.3 | . | 0.8
19 | C[C@@H]1CN([C@@H](C)CO)C(=O)c2cccc(NS(=O)(=O)c3ccc(Cl)cc3)c2O[C@H]1CN(C)Cc1ccc(Cl)c(Cl)c1 | 2.0 | 3.5 | 1.9 | 8.2[16.7 µM] | -5.8 | -0.3 | -3.7
20 | CCc1cccc(CC)c1N(COC)C(=O)Cn1c(CO)nc2ccccc21 | . | 6.0 | . | -14.1 | 0.1 | 5.9 | 0.6
21 | CC(C)c1ccc(NC(=S)NN2CCN(C)CC2)cc1 | 3.2 | . | -0.4 | 43.8 | . | . | .
22 | COc1ccc(-c2coc3cc(O)ccc3c2=O)cc1 | 4.6 | 7.5 | -10.2 | 2.3 | -1.2 | 15.1 | -2.2
23 | O=C(NCCc1ccccc1)c1cccc(NC(=O)c2ccccc2)c1 | -2.8 | -1.7 | -0.9 | 2.4 | -3.2 | 42.6* | 1.6
24 | CC(C)NC(=O)N(C)C[C@H]1OCCCC[C@@H](C)Oc2ccc(NS(C)(=O)=O)cc2C(=O)N([C@@H](C)CO)C[C@H]1C | 2.9 | . | -2.8 | 13.6[16.7 µM] | -3.4 | -3.4 | -0.3
25 | Cc1cc(C)nc(NC(=O)c2ccc(Cl)c(Cl)c2)n1 | . | -10.0 | . | -5.8 | 1.4 | -7.1 | -1.0
26 | COc1ccc(C(CNC(=O)Cc2ccccc2F)N2CCCCC2)cc1 (stereo not drawn) | 7.4 | . | 0.1 | -1.2 | 0.9 | . | .
27 | CC(=O)c1ccc(N2CCN(C(=O)CN(C)S(=O)(=O)c3cnc[nH]3)CC2)cc1 | -1.6 | . | 1.7 | . | -0.1 | . | .
28 | COc1cccc(C2C(C(C)=O)=C(O)C(=O)N2CCc2c[nH]c3ccccc23)c1 (stereo not drawn) | . | . | . | 4.5 | 3.5 | . | 0.7
29 | CCCN(CC(=O)Nc1ccc(F)c(F)c1F)CC(=O)Nc1c(C)n(C)n(-c2ccccc2)c1=O | 0.7 | -2.9 | -1.8 | . | -5.2 | -5.5 | 0.8
30 | COc1cc2c(cc1OC)C(c1ccccc1F)OC(=O)C2 (stereo not drawn) | -7.4 | . | -0.4 | . | -0.3 | . | .

Given with values under each structure: part of the list above
Second line of a record: ERp5 block, C2C12 statin, SIRT5 inh, miR122 inh, ARNT-TACC3 inh, esBAF inh, Cneo AK release
[9] CC(C)Oc1ccc(C(=O)NN2C(=O)NC3(CCCCC3)C2=O)cc1
  0.9, -3.1, -4.2, 6.6, -0.9, -6.9, 0.9
[10] Cc1nnc(NC(=O)CCSc2ccc(Cl)cc2)s1
  20.9, 0.5, -3.2, 4.8, -8.2, 2.4, -1.1
[11] O=S(=O)(Cc1ccccc1)N1CCCCN2[C@H](CO)[C@H](c3ccc(-c4ccc(F)cc4)cc3)[C@H]2C1
  0.9, -36.8, 5.5, -2.0[16.7 µM], 7.4, -5.7, 3.5
[12] O=C(NCc1cccnc1)C1CCN(S(=O)(=O)N2CCC3(CC2)OCCO3)CC1
  -6.6, 6.1, -2.1, ., 2.3, 3.7, -0.5

Other entries.
no. | mol | ERp5 block | C2C12 statin | SIRT5 inh | miR122 inh | ARNT-TACC3 inh | esBAF inh | Cneo AK release
31 | COC(=O)c1ccc(N2NC(=O)/C(=C/c3ccc(-c4ccc(Cl)c(C(=O)O)c4)o3)C2=O)cc1 | 13.1 | 8.7 | 23.5* | . | 4.1 | -1.6 | .
32 | CC(C)NC(=O)Nc1ccc2c(c1)CC(=O)N([C@@H](C)CO)C[C@@H](C)[C@H](CN(C)Cc1ccc(-c3ccccc3)cc1)O2 | 2.6 | 14.9 | 2.4 | -3.5[16.7 µM] | 1.0 | -3.6 | -0.4
33 | CSc1nc2ccc(NC(=O)c3ccc(Cl)s3)cc2s1 | -2.5 | -19.3 | 2.2 | -0.2 | -0.7 | 49.9* | 1.5
34 | C#Cc1ccc(NC(=O)C2(C)CCN2C(=O)CC(c2ccccc2)c2ccccc2)cc1 (stereo not drawn) | 2.2 | 2.9 | . | -9.8 | . | -17.1 | -2.9
35 | Cc1cc(C)c(C)c(S(=O)(=O)ON2C(=O)c3ccccc3C2=O)c1C | 2.0 | 26.3 | -0.5 | -3.1 | -0.2 | -5.7 | 10.0
36 | CCCCC(CCC(=O)O)(C(=O)OCC)c1csc(Nc2ccc(C)cc2)n1 (stereo not drawn) | 2.7 | 11.7 | 2.3 | . | -1.5 | 2.8 | .
37 | COc1ccccc1-c1nnc(NC(=O)c2ccccc2F)o1 | 1.7 | 0.8 | -3.0 | -1.2 | 42.8 | 6.2 | 0.0
38 | Cc1ccc(NC(=O)C(C)N=C2NS(=O)(=O)c3ccccc32)cc1 (stereo not drawn) | -0.1 | -5.6 | 0.2 | 9.3 | 0.4 | 1.0 | -1.4
39 | O=C(NCc1ccc(F)cc1)C1CCCN1C(=O)Nc1ccccc1 (stereo not drawn) | 1.3 | 1.3 | -1.7 | . | -0.9 | -8.5 | -0.7
40 | Cc1ccc(NC(=O)CN(C2=NC3CS(=O)(=O)CC3S2)c2ccccc2)cc1 (stereo not drawn) | 2.4 | 6.1 | -3.9 | 1.3 | . | 2.8 | -1.1
41 | COc1ccc(C(=O)n2nnc3ccccc32)cc1OC | -4.2 | . | 2.0 | . | -8.3 | . | .
42 | Cc1cccc(C(=O)NCCN2CCCC2)c1 | . | -0.2 | . | -20.6 | -1.4 | -8.9 | 0.9
43 | C[C@@H]1CCCCO[C@@H](CN(C)Cc2ccc3c(c2)OCO3)[C@@H](C)CN([C@H](C)CO)C(=O)c2cc(NS(=O)(=O)c3ccccc3)ccc2O1 | -2.1&1.2 | 4.6 | -2.4&12.6 | -5.3 | -2.2 | 2.1&0.5 | 1.0&-2.1
44 | O=C(NCc1ccccn1)C(=O)NCC(c1ccco1)N1CCN(c2ccc(F)cc2)CC1 (stereo not drawn) | -4.6 | . | -2.6 | . | 11.8 | . | .
45 | COc1ccc(OCC(O)Cn2c(Br)nc3c2c(=O)[nH]c(=O)n3C)cc1 (stereo not drawn) | . | 10.5 | . | . | -1.1 | -2.5 | 2.5
46 | O=C(C[C@@H]1C[C@H]2c3cc(NC(=O)Nc4ccccc4F)ccc3O[C@H]2[C@@H](CO)O1)NCc1ccccn1 | -2.6 | 4.3 | 3.8 | -2.0[16.7 µM] | -7.6 | 5.1 | -2.6
47 | C[C@H](CO)N1C[C@H](C)[C@H](CN(C)Cc2ccc(C(F)(F)F)cc2)Oc2ccc(NC(=O)Nc3ccccc3)cc2CC1=O | -2.3 | -2.4 | -1.4 | 0.0[16.7 µM] | 5.7 | -1.5 | 0.9
48 | CC(C)c1cn(CC[C@@H]2CC[C@@H](NS(=O)(=O)c3ccccc3)[C@H](CO)O2)nn1 | 2.8 | 8.4 | -2.1 | . | -1.5 | -3.0 | 0.5
49 | CC(NC(=O)COC(=O)Cn1cc(C(F)(F)F)ccc1=O)c1ccccc1 (stereo not drawn) | -4.3 | 8.4 | -4.3 | . | 1.8 | -7.4 | 0.6
50 | O=C(CSc1nnc(NC(=O)Cc2ccccc2)s1)NCc1ccco1 | 1.3 | 18.4 | -2.5 | -9.5 | -0.2 | -1.5 | 0.6
51 | O=C(O)c1nn(CCOc2ccccc2F)c(=O)c2ccccc12 | 0.5 | 1.4 | 11.1 | . | -5.5 | 10.1 | -0.6
52 | CC(C)NC(=O)N(C)C[C@H]1Oc2ccc(NS(=O)(=O)c3ccc(Cl)cc3)cc2CC(=O)N([C@@H](C)CO)C[C@H]1C | 2.3 | 13.3 | 3.1 | -2.3[16.7 µM] | -4.7 | 7.0 | -1.4
53 | CC(=O)Cc1c(C(=O)O)c(C)nn1-c1ccccc1 | 4.5 | -2.4 | 2.0 | -3.9 | 4.1 | -0.7 | .
54 | Cc1onc(-c2ccccc2)c1C(=O)Nc1ccc2c(c1)OCO2 | . | 0.4 | . | -6.3 | 1.4 | -3.2 | .
55 | Cc1ccc(CSc2ncccc2C(=O)O)cc1 | . | 5.0 | . | 0.0 | 1.5 | 4.4 | 1.6
